cardiac RTF act – cardiac RTF calcium sensitization; P19429+P45379; IANBD-labeled TnC RTF fluorescence at EC20 calcium; 0% EC20 calcium, 100% full calcium; activation, % at 7.2 µM; 340,000 tested, 0.24% active;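 active means activation above the mean over all tested compounds plus 3 SD, cut at about 30% in these data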;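 further: rise in fluorescence read as greater calcium sensitivity of cardiac thin filaments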
Keap1-Nrf2 PPI – disrupts human Keap1 binding to Nrf2 peptide; 340,000 tested, 0.15% active; Keap1 Kelch-Nrf2 peptide fluorescence polarization, 1536-well; inhibition, % at 9.4 µM; Q14145; AID 504523; in the data active means inhibition above about 12%;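 further: human Keap1 Kelch domain with fluorescein labeled Nrf2 9mer peptide probe; 0% = neutral control wells and 100% = peptide positive control; higher means more block of Keap1 binding to Nrf2 peptide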
Target sequence (Q14145 whole entry, looked up, the tested form may be a part): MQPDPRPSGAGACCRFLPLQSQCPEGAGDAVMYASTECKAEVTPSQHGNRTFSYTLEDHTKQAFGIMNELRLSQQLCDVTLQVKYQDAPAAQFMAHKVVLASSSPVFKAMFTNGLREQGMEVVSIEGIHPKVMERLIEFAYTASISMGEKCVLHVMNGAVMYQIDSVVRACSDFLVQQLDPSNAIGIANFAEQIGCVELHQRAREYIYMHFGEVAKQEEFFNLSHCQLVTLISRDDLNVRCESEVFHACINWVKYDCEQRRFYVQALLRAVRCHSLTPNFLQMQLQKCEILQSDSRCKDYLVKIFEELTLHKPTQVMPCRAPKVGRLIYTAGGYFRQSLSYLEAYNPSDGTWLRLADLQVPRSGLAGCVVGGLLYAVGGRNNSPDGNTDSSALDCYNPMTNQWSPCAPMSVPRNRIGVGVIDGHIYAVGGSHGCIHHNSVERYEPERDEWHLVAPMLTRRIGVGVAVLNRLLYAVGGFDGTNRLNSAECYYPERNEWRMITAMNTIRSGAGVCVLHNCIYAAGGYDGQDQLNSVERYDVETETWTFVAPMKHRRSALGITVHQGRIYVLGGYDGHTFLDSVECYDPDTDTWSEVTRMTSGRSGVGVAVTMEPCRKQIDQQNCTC
DAGLB inhibitor – blocks human DAGLB lipase activity; Q8NCG7; inhibition, % at 5.17 µM; 340,000 tested, 0.059% active; HEK293T DAGLB membrane lysate, EnzChek fluorogenic substrate; AID 504411; in the data active means inhibition above about 34%;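 further: 0% = enzyme with vehicle and 100% = wells lacking enzyme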
CAL PDZ FP-1 – blocks peptide binding to human CAL PDZ domain; 330,000 tested, 0.02% active; AID 504414; inhibition, % at 20 µM; Q9HD26; purified CAL PDZ, TMR-peptide fluorescence polarization, 1 h;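 active means highest replicate inhibition of at least 40%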;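 further: plate controls were DMSO neutral control wells for no effect and unlabeled competitor peptide control wells for full effect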
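Test system: purified CerCALP PDZ construct; Compound dosing: one concentration, 20 µM compound; Also added: TMR-labelled reporter peptide T*-PRC34 bound in PDZ groove; Read-out: inhibition from polarization loss; Controls: unlabelled peptide and DMSO controls; Signal: FP readout, S and P plane fluorescence; Incubation: 1 h at RT.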
RTF Ca sens inh – cardiac RTF calcium desensitization; 340,000 tested, 0.12% active; inhibition, % at 7.15 µM; P19429+P45379; IANBD-labeled cardiac RTF, Ca2+ fluorescence; AID 493244;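 active means inhibition above the mean inhibition of all tested compounds plus 3 SD, cut at about 17% in these data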;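 further: assay run at fixed EC70 calcium of 1.6 mM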
C-LANA FP – KSHV C-LANA DNA binding inhibition; AID 504423; MBP-C-LANA/FAM-LBS DNA binding, fluorescence polarization; 340,000 tested, 0.078% active; inhibition, % at 9 µM;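 active means highest replicate inhibition at or above 60% at 9 µM, even if other replicates fall short; inactive means all replicates below 60% inhibition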;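 further: 0% = neutral control wells and 100% = 4 µM acridine orange control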
PKA-R2B activ – activators of human PKA-R2B complex; P22694+P31323; PKA-R2B holoenzyme dissociation, Cy5-IP20 fluorescence polarization; R2B truncated from residue 108, S112A mutant; 0% DMSO only, 100% 113 µM cGMP; activation, % at 11.4 µM; 340,000 tested, 0.079% active; AID 504700;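 active means activation above a cutoff set at the mean over all compounds plus 3 SD, cut at about 18% in these data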;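 further: higher means more holoenzyme dissociation and a rise in polarization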
CAL PDZ FP-2 – CAL PDZ (human) peptide binding inhibition | Q9HD26 | purified CAL PDZ, TMR-peptide fluorescence polarization, 1 h | inhibition, % at 24.9 µM | 300,000 tested, 0.92% active | AID 602252;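 active means mean inhibition of at least 30% with at least half of replicates also reaching 30%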;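 further: 0% = DMSO neutral control and 100% = excess unlabeled competitor peptide PRC23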
SR-BI uptake up – SR-BI HDL lipid transfer activation. CHO ldlA[mSR-BI] cells, DiI-HDL uptake fluorescence, 3 h; 100 = double the neutral-control signal. 320,000 tested, 0.096% active. activation, % at 12.5 µM;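 active means mean replicate activation of at least 60% and every replicate at or above 60%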;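 further: 0% = median plate neutral-control signal and 100% = twice that signal; values of inactives mirror those of a sister screen read the other way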
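Test system: SR-BI-overexpressing, LDLR-lacking CHO cells; Medium: Ham's F12 with 0.5% BSA, HEPES 25 mM, pH 7.4; Schedule: 3 h, 37 °C; Technique: bottom-read fluorescence, 550/595 nm.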
Rtt109 HAT inh – blocks Candida albicans Rtt109/Vps75 acetyltransferase activity; Q5AAJ8; purified Rtt109/Vps75, ThioGlo CoA-SH fluorescence, 4 h; inhibition, % at 34.9 µM; 330,000 tested, 0.16% active;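 active means inhibition of at least 50% in every replicate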
Target sequence (Q5AAJ8 whole entry, looked up): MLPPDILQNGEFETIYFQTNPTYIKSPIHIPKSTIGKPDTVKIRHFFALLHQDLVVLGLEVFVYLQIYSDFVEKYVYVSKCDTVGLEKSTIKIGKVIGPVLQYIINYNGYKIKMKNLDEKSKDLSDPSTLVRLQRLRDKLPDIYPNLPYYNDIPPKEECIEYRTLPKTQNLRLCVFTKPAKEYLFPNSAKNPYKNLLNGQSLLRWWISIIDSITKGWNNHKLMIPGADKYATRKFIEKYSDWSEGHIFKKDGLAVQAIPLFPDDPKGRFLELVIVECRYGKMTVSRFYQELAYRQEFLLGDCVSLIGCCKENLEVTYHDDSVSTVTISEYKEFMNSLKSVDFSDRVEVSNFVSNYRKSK
The depositor's hits bear a star; . = not tested or not shown.

SMILES	cardiac RTF act	Keap1-Nrf2 PPI	DAGLB inhibitor	CAL PDZ FP-1	RTF Ca sens inh	C-LANA FP	PKA-R2B activ	CAL PDZ FP-2	SR-BI uptake up	Rtt109 HAT inh
Cc1ccc(S(=O)(=O)N(CC(=O)N/N=C/c2cccc(Cl)c2)c2cccc3cccnc23)cc1	-2.5	0.1	-0.2	0.8	-4.2	0.3	5.8	.	7.7	-6.0
Cc1c(N/C=C/C(=O)C(F)(F)F)c(=O)n(-c2ccccc2)n1C	-3.8	-0.7	-0.1	0.5	12.0	0.4	-4.6	-2.5	7.7	3.6
CN(C(=O)COC(=O)CNC(=O)c1sc2ccccc2c1Cl)c1ccccc1	-2.8	0.0	6.9	0.3	-8.1	2.4	3.3	-3.5	31.6	-7.3
COc1ccc(-c2ccc3c(c2)S(=O)(=O)c2cccc(C(=O)N4CCN(C5CCCCC5)CC4)c2C3=O)cc1OC	9.5	-2.8	1.3	-0.6	-0.6	0.3	-3.2	-2.1	-64.2	11.7
O=C(C1CC1)N1CCCN(C(=O)C2CC2)CC1	0.5	-3.7	-1.0	.	-6.4	1.7	1.9	-1.6	16.6	6.6
Cc1cccc2sc(NC(=O)c3ccc(Cl)s3)nc12	4.6	1.2	-9.7	-0.1	-3.4	0.7	4.2	.	-76.1	-10.8
CC(=O)c1ccc(N2Cc3ccccc3C3(CCOCC3)C2=N)cc1	-4.6	-6.2	1.6	-4.3	-9.6	0.2	-6.1	-1.8	.	-1.7
Cc1ccc(NC(=O)C/C(N)=N/OC(=O)Nc2cccc(Cl)c2)cc1	-0.6	-3.9	-1.2	0.8	0.1	-1.3	-2.3	-5.2	1.5	1.0
COc1ccccc1CNC(=O)N1CCN(S(=O)(=O)c2ccc(C)cc2)CC1	-0.9	-0.9	-1.8	-1.7	0.3	0.2	-3.6	2.0	6.5	0.3
COc1ccc(CN2C(=O)CN(C3CCCCCC3)C(=O)C2c2ccc(F)cc2)cc1 (centres undefined)	-3.7	-3.0	-1.2	.	-7.1	0.2	0.9	-5.7	7.6	0.9
CC1(C)OC(=O)C(=CNc2ccccn2)C(=O)O1	.	1.4	.	-0.4	.	0.9	.	.	7.3	-2.1
CCOc1ccc(/C=N/NC(=O)Cc2ccccc2)cc1CN1CC2CC(C1)c1cccc(=O)n1C2 (centres undefined)	-0.1	-7.6	0.0	-2.3	1.0	-2.2	-3.0	-3.4	-10.3	-5.9
CN(CC(=O)O)S(=O)(=O)c1ccc2[nH]c(=O)c(=O)[nH]c2c1	1.6	-4.5	-0.6	-3.0	0.9	0.0	0.6	3.6	.	0.3
CCS(=O)(=O)N1CCC(C(=O)Nc2ccc(C(C)=O)cc2)CC1	-1.3	-1.3	-2.6	0.4	-6.1	-1.9	3.4	3.4	15.4	-5.1
COc1ccc(-c2[nH]ncc2CNC(C)CCn2cccn2)cc1F (centres undefined)	-0.1	-0.8	-0.7	-0.2	7.9	-1.3	-5.3	51.0*	0.4	-2.3

Records listed so far printed as active in CAL PDZ FP-2.
| compound | Keap1-Nrf2 PPI | DAGLB inhibitor | CAL PDZ FP-1 | C-LANA FP | PKA-R2B activ | CAL PDZ FP-2 | SR-BI uptake up | Rtt109 HAT inh |
| --- | --- | --- | --- | --- | --- | --- | --- | --- |
| COc1ccc(-c2[nH]ncc2CNC(C)CCn2cccn2)cc1F (centres undefined) | -0.8 | -0.7 | -0.2 | -1.3 | -5.3 | 51.0* | 0.4 | -2.3 |

The main list resumes, starting 5 compounds before the break.
SMILES	cardiac RTF act	Keap1-Nrf2 PPI	DAGLB inhibitor	CAL PDZ FP-1	RTF Ca sens inh	C-LANA FP	PKA-R2B activ	CAL PDZ FP-2	SR-BI uptake up	Rtt109 HAT inh
CC1(C)OC(=O)C(=CNc2ccccn2)C(=O)O1	.	1.4	.	-0.4	.	0.9	.	.	7.3	-2.1
CCOc1ccc(/C=N/NC(=O)Cc2ccccc2)cc1CN1CC2CC(C1)c1cccc(=O)n1C2 (centres undefined)	-0.1	-7.6	0.0	-2.3	1.0	-2.2	-3.0	-3.4	-10.3	-5.9
CN(CC(=O)O)S(=O)(=O)c1ccc2[nH]c(=O)c(=O)[nH]c2c1	1.6	-4.5	-0.6	-3.0	0.9	0.0	0.6	3.6	.	0.3
CCS(=O)(=O)N1CCC(C(=O)Nc2ccc(C(C)=O)cc2)CC1	-1.3	-1.3	-2.6	0.4	-6.1	-1.9	3.4	3.4	15.4	-5.1
COc1ccc(-c2[nH]ncc2CNC(C)CCn2cccn2)cc1F (centres undefined)	-0.1	-0.8	-0.7	-0.2	7.9	-1.3	-5.3	51.0*	0.4	-2.3
COc1cc2c(cc1OC)C(NC(=O)C(F)(F)F)C/C2=N\O (centres undefined)	-2.8	1.1	1.2	-1.0	-0.3	-1.2	-6.1	3.3	3.6	-5.7
CC1(c2nnc(-c3ccccc3)o2)CC(c2ccccc2)=NO1 (centres undefined)	9.1	-3.4	-0.6	-2.2	0.8	-1.4	0.2	-3.0	20.8	2.4
CCOC(=O)N1CCN(C(=O)COC(=O)c2ccc(Cl)nc2)CC1	-4.4	-5.5	-1.0	0.4	3.7	-1.3	1.2	-0.3	9.3	4.6
Cc1ccc(NN=C2c3ccccc3-c3ccccc32)cc1	11.6	-6.4	-6.5	-2.5	-1.3	0.8	-16.3	0.3	-30.0	-0.1
N#C/C(=C(/O)c1cccc(F)c1)c1nc2ccccc2s1	-3.2	-0.2	2.9	0.4	-4.5	1.3	3.2	24.0	.	5.0
O=C(CN(C(=O)CSc1nc2ccccc2o1)c1ccccc1F)NC1CCCCC1	1.8	4.7	-1.6	-2.9	5.3	-1.7	2.1	-0.2	-31.1	.
Cc1ccc2c(c1)C1CN(C)CCC1N2S(=O)(=O)c1ccc(Oc2ccc([N+](=O)[O-])cc2)cc1 (centres undefined)	-1.6	-5.4	0.4	-1.0	-5.9	2.0	-6.1	.	10.4	10.7
Cc1ccc(F)cc1NC(=O)C1C2CCC(O2)C1C(=O)O (centres undefined)	-1.9	0.5	-1.8	-0.2	-9.1	-6.5	5.1	1.1	23.5	-4.3
O=C(c1ccccc1)c1cc([N+](=O)[O-])ccc1N1CCCC1	0.0	2.9	1.2	-3.3	0.9	1.3	6.5	-0.2	-20.9	5.9
COc1cnc(-c2cccc(C(F)(F)F)c2)[nH]c1=O	6.0	0.1	-1.1	-0.2	9.7	2.4	2.1	1.8	3.6	6.5
CCNc1nc(NCC)nc(N/N=C/c2ccccc2)n1	-4.1	-2.5	-0.5	0.4	-0.5	-0.2	-10.3	-6.2	17.0	-8.2
O=C(NC(=O)c1ccccc1)Nc1cccc(S(=O)(=O)N2CCCCC2)c1	-5.6	1.9	-3.1	1.2	4.4	0.2	-6.4	-0.7	-18.0	4.7
COc1ccc(/C=N/NC(=O)c2cc[n+]([O-])cc2)cc1O	-2.9	-6.2	-1.1	-0.6	-12.2	-0.5	-6.6	.	.	8.9
CCOC(=O)c1cccc(COC(=O)c2cccc(-c3nnc(-c4ccccc4)o3)c2)c1	1.3	-3.6	-1.1	-0.9	-9.9	-0.9	4.0	-3.2	-7.9	3.6
Cc1ccc(S(=O)(=O)NC(C(=O)N2CCOCCOCCOCC2)c2ccccc2)cc1 (centres undefined)	.	1.7	.	0.0	.	-0.4	.	4.8	0.5	18.3
CCN(CC)S(=O)(=O)c1ccc(O)c(C(=O)OCC(=O)Nc2cc(C)c(C)cc2[N+](=O)[O-])c1	2.0	0.5	-6.8	-0.1	-12.2	-0.3	0.0	-0.6	6.8	3.7
O=C(COC(=O)Cn1cnc2ccccc21)NCc1ccc(F)cc1	-0.5	-4.1	1.1	-1.8	-2.9	3.1	9.4	-0.5	32.4	7.2
O=C(Nc1ccc(Cl)c(S(=O)(=O)N2CCOCC2)c1)c1n[nH]c(=O)c2ccccc12	0.8	3.4	0.9	-0.1	-16.4	-0.9	1.0	-2.9	3.4	-0.5
CC(C)CC1NC(=O)N(CC(=O)N2CCN(S(=O)(=O)c3ccc4ccccc4c3)CC2)C1=O (centres undefined)	7.2	-0.2	2.3	1.8	-8.5	-2.2	-4.3	-1.5	4.2	-9.2
Cc1ccccc1OCCC(=O)OCC(=O)Nc1cc(S(=O)(=O)N2CCOCC2)ccc1Cl	5.7	-3.8	-5.5	-0.5	-11.4	1.3	5.0	-3.7	3.8	4.8
COc1cc2c(=O)c(-c3ccc(O)cc3)coc2cc1OC1OC(CO)C(O)C(O)C1O (centres undefined)	4.1	-1.6	-0.8	0.1	-2.0	2.3	6.6	-2.0	18.0	10.2
O=C(Cn1cnc2c(cnn2-c2ccc(F)cc2)c1=O)OCc1ccccc1	1.3	5.6	-1.7	-0.1	-4.5	0.0	2.4	-2.2	.	-14.9
COc1cccc2sc(NNC(=O)c3nc4ccccc4s3)nc12	0.4	-1.4	26.4	0.5	-2.3	0.0	-10.9	.	-14.9	17.1
N#C/C(=C/N1CCOCC1)c1ccccc1	-1.1	-2.5	-1.7	-1.8	2.3	0.1	-2.5	.	-11.0	-22.3
CC(C)c1[nH]nc2c1C(c1ccco1)C(C#N)=C(N)O2 (centres undefined)	1.1	-2.9	-0.2	-0.8	-3.8	1.4	-13.3	.	21.2	-7.9
O=c1c2ccccc2c(/C=N/NS(=O)(=O)c2ccccc2)c(O)n1-c1ccccn1	8.0	-112.3	-4.0	-1.3	-25.2	-6.3	-2.8	-31.1	15.3	-2.7
O=S(=O)(CCc1ccccc1)/N=C/c1cccs1	6.7	-5.0	0.9	-0.8	2.6	1.5	-0.6	-2.6	15.0	7.8

Assay outcomes as filed in PubChem.
